Assay outcomes from PubChem BioAssay.
SRC3 inh – SRC3 coactivator transcriptional activity inhibitors, primary screen, cell-based, luminescence. Nuclear receptor coactivator 3 (Homo sapiens), Q9Y6Q9. HEK293 GAL4-SRC3 luciferase reporter. inhibition, % at 3.6 µM. actives 0.17% (n = 360,000). AID 588352, 2011;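 active = inhibition above a per-campaign cutoff, the mean of all compounds plus 3 SD, cut at about 60% in these data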;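 also: 0% = DMSO-treated cells and 100% = gossypol-treated cells at 36 µM; higher means less SRC3-driven luciferase light from the GAL4 reporter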
NR2F2 inh – NR2F2 transcriptional activity inhibitors, primary screen, cell-based, luciferase reporter, HEK293T, luminescence. COUP transcription factor 2 (Homo sapiens), P24468. HEK293T NGFI-A luciferase reporter. inhibition, % at 8.6 µM. actives 0.7% (n = 370,000). AID 686940, 2013;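 active = inhibition above a per-plate cutoff, mean inhibition of test wells between control levels plus 3 SD, cut at about 38% in these data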;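 also: cells cotransfected with COUP-TFII expression vector driving the NGFI-A reporter; 0% = median of COUP-TF2 test wells and 100% = reporter-only cells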
Target sequence (P24468 whole entry, looked up): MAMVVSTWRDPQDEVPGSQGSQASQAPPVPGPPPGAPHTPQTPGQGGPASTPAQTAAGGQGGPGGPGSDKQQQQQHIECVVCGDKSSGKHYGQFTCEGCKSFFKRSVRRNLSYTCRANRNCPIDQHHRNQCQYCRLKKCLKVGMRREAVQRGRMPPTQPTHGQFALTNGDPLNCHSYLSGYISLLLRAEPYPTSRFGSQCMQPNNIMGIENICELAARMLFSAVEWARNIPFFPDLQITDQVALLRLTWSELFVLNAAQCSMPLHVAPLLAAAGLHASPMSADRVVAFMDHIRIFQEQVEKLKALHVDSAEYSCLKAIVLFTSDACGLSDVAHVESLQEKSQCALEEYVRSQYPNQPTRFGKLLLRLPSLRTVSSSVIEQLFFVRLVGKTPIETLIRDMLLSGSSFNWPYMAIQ
TWEAK-Fn14 inh – inhibitors of TWEAK-Fn14 signaling, primary screen, luciferase reporter cells, uHTS; AID 1159606, 2016; inhibition, % at 10 µM; TWEAK-stimulated Fn14 reporter cells, luciferase luminescence, 8 h; actives 2% (n = 360,000); in the data active = inhibition above about 50%
TROY signal inh – inhibitors of TROY-driven NF-kB signaling, primary screen, Q293 LMP1-TROYcd cells, NF-kB luciferase, uHTS; Q293 LMP1-TROYcd NF-kB luciferase reporter, 4 h; inhibition, % at 10 µM; actives 0.98% (n = 360,000);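 active = compounds whose plate-normalised and pattern-corrected inhibition of the luciferase reporter signal at the single screening dose is 50% or more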
LRH-1 inv ag – LRH-1 (NR5A2) inverse agonists, primary screen, cell-based, luminescence, HEK293T, StAR-luciferase reporter. Nuclear receptor subfamily 5 group A member 2 (Homo sapiens), O00482. LRH-1 transfected, 24 h. inhibition, % at 3.6 µM. actives 0.13% (n = 360,000);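 active = inhibition above the mean inhibition of all tested compounds plus 3 SD, cut at about 73% in these data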;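 also: 0% = DMSO wells and 100% = reporter-only cells lacking LRH-1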
Target sequence (O00482 whole entry, looked up): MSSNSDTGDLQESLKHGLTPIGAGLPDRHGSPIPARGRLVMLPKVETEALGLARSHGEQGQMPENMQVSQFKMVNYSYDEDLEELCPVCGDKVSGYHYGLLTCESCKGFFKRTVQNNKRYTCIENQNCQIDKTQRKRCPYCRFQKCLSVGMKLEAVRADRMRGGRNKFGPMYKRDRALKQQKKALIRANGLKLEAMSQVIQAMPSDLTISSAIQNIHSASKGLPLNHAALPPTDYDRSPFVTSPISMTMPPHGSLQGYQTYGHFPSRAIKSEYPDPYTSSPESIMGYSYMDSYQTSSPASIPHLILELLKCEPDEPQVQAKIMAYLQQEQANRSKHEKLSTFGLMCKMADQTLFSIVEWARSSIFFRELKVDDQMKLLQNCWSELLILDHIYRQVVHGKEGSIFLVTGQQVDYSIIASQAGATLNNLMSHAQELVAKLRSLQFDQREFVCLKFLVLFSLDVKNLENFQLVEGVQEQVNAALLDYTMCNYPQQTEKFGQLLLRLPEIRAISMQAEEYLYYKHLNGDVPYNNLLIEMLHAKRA
LMP1 NFkB inh – EBV LMP1-driven NF-kappaB luciferase reporter inhibitors, primary screen, cell-based, luminescence, single point. actives 0.69% (n = 350,000). inhibition, % at 12.5 µM. LMP1-induced NF-kappaB luciferase reporter cells. AID 504558, 2011; in the data active = inhibition above about 41%;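 also: 0% = neutral control wells and 100% = reference inhibitor control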
C8 TRAIL sens – viability loss with TRAIL in NB7+C8 cells, primary screen, TRAIL sensitizer project, cell-based, ATPlite luminescence; AID 624354, 2012; actives 1% (n = 360,000); inhibition (viability loss, TRAIL sensitization), % at 10 µM;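 active = compounds causing at least 50% loss of cell viability in the single-dose screen, relative to plate controls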
TLR9-MyD88 block – inhibitors of TLR9-MyD88 association in cells, primary screen, cell-based, CHO, BLA complementation, fluorescence; Toll-like receptor 9 (Homo sapiens) + Myeloid differentiation primary response protein …; CCF4 FRET ratio; inhibition, % at 4.98 µM; actives 0.21% (n = 340,000); AID 504734, 2011;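 active = inhibition above the mean over all tested compounds plus 3 SD, cut at about 21% in these data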;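 also: 0% = DMSO only wells and 100% = clavulanate BLA inhibitor control wells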
NOD2 RIPK2 PPI – NOD2-RIPK2 binding disruptors in cells, primary screen, fluorescence, CHO cells, BLA complementation. Receptor-interacting serine/threonine-protein kinase 2 (Homo sapiens), O43353. CCF4 ratio. inhibition, % at 4.98 µM. actives 0.38% (n = 360,000). AID 624267, 2012; in the data active = inhibition above about 21%;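 also: 0% = vehicle only and 100% = reference blocker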
SRC1 inh – SRC1 coactivator transcriptional activity inhibitors, primary screen, cell-based, luminescence; HEK293 GAL4-SRC1 luciferase reporter; inhibition, % at 3.6 µM; Nuclear receptor coactivator 1 (Homo sapiens), Q15788; actives 0.12% (n = 360,000);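 active = inhibition above the campaign mean plus 3 SD, with each screening campaign given its own cutoff, cut at about 60% in these data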;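 also: 0% = DMSO treated cells and 100% = gossypol at 36 µM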
SRC2 inh – inhibition of GAL4-SRC2 driven luciferase reporter, primary screen, SRC2 inhibitor project, cell-based, luminescence; actives 0.17% (n = 370,000); inhibition, % at 9 µM; Nuclear receptor coactivator 2 (Homo sapiens), Q15596; AID 651957, 2012; HEK293 GAL4-SRC2 luciferase reporter;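 active = inhibition above the mean inhibition of all tested compounds plus 3 SD, set per campaign, cut at about 52% in these data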;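 also: 0% = DMSO treated cells and 100% = cells given Gossypol at 36 µM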
The depositor's hits bear a star; nt = not tested or not shown.

SMILES | SRC3 inh | NR2F2 inh | TWEAK-Fn14 inh | TROY signal inh | LRH-1 inv ag | LMP1 NFkB inh | C8 TRAIL sens | TLR9-MyD88 block | NOD2 RIPK2 PPI | SRC1 inh | SRC2 inh
CCOC(=O)[C@H]1[C@H]2COc3cc(OC)ccc3[C@@H]2N2C(=O)c3c(C)cc(C)cc3NC(=O)[C@@]12C | 6.1 | 6.8 | 0.8 | -6.5 | 13.3 | -1.1 | 7.3 | 2.8 | 4.2 | 9.0 | 16.9
O=C(COc1ccc(Cl)cc1)NCc1nnc(SCC(=O)c2ccccc2)o1 | 4.2 | 20.7 | -11.7 | -6.1 | -1.3 | 2.2 | -16.9 | 16.9 | -10.6 | -21.3 | 11.4
CCCCN(C(=O)Cc1coc2cc(C)c(C)cc12)c1c(N)n(Cc2ccccc2)c(=O)[nH]c1=O | -0.2 | 4.6 | 5.4 | 6.9 | -10.6 | -0.3 | -8.4 | -8.1 | 2.4 | 3.7 | 0.9
O=C(CCNc1n[nH]c(=O)[nH]c1=O)N1CCCCC1 | 6.2 | -1.0 | -3.4 | -6.5 | 2.6 | 6.2 | -22.3 | 2.8 | -9.1 | -7.7 | 5.9
O=C(CC(=O)c1ccccc1)c1ccccc1 | -74.7 | -45.8 | -22.6 | -58.6 | -45.7 | -28.9 | 18.0 | -5.8 | -11.6 | -57.3 | -33.3
CCOc1ccc(N(CC(=O)NC2CCCC(C)C2C)S(=O)(=O)c2c(C)noc2C)cc1 (configuration not stated) | -6.9 | 17.2 | -18.8 | 5.6 | 16.9 | 3.8 | 6.0 | -3.8 | 7.2 | -18.2 | 6.5
O=C(NC1CCN(C(=O)Nc2cccc(Cl)c2)CC1)c1ccco1 | 2.6 | 1.8 | 0.5 | -8.3 | 15.4 | -8.7 | -19.1 | -2.2 | -0.9 | 0.7 | -25.2
COc1ccc(C(=O)Nc2oc(-c3ccccc3)c(-c3ccccc3)c2C#N)cc1 | 23.4 | -25.4 | -29.8 | -5.3 | 7.7 | -0.8 | 11.8 | 11.7 | -7.6 | -11.0 | 16.2
CC(C)CNC(=O)COC(=O)c1cc(Cl)cc(Cl)c1N | 11.9 | -1.5 | 3.4 | -6.1 | -12.2 | -0.8 | 1.7 | -2.7 | -4.1 | -5.3 | -14.4
COc1ccc(-c2cc(C(=O)NCc3cccs3)no2)cc1 | -66.3 | -7.4 | -23.4 | -42.8 | -59.4 | -8.4 | 6.2 | -3.0 | -6.3 | -83.0 | -30.3
CCCCN(CCCNC(=O)c1ccc(CS(=O)(=O)c2c(Cl)cccc2Cl)o1)Cc1ccccc1 | -3.9 | -13.9 | 10.7 | -16.9 | -8.4 | -0.1 | -4.8 | -11.7 | 0.1 | 7.2 | 2.4
CC(=O)c1c(C)[nH]c(C(=O)OCC(=O)Nc2cc(C(F)(F)F)ccc2N2CCOCC2)c1C | 24.7 | -1.4 | -3.6 | nt | 11.1 | 6.2 | 12.7 | 3.7 | -2.0 | -0.9 | 7.8
O=C(Oc1ccc(-c2ccccc2)cc1)c1ccco1 | -16.3 | -7.3 | 0.4 | -28.9 | -6.6 | -2.0 | -8.9 | -14.0 | 0.9 | -5.9 | -28.2
O=C(c1cn(-c2ccccc2)nc1-c1cccnc1)N1CCCCC1 | 17.5 | 2.0 | 4.1 | 4.1 | 4.2 | 9.9 | 1.1 | 1.8 | -9.4 | 4.1 | -1.9
CNC(=O)c1sc(-c2cccs2)nc1C | -5.0 | -41.5 | -4.5 | -7.3 | -7.0 | -14.9 | -4.0 | 1.7 | -8.0 | -27.6 | -4.1
COc1ccc(NC(=O)NCCC2=CCCCC2)cc1 | -95.2 | -39.6 | -8.0 | -59.5 | -129.1 | -8.4 | 8.3 | 5.5 | -4.3 | -89.4 | -53.5
CCN(CC)C(=O)CSc1nnc(-c2ccccn2)n1Cc1ccccc1 | 12.1 | 5.0 | -5.7 | -3.1 | 13.0 | -5.1 | 10.1 | 0.1 | 0.8 | 18.6 | 19.2
Cc1cc(C)nc(NC(=O)CSc2nc3ccccc3o2)n1 | -42.6 | -27.4 | 3.5 | -29.6 | -56.4 | -21.1 | -2.3 | 1.9 | 9.1 | -44.1 | -21.1
O=C(NCC(=O)N(c1ccccc1F)C(C(=O)NC1CCCC1)c1cccnc1)c1ccco1 (configuration not stated) | -8.0 | 15.0 | 18.1 | -10.2 | 0.8 | 0.3 | -4.4 | -0.5 | 0.1 | -11.2 | 12.1
COc1ccc(CSc2cccc3cccnc23)cc1[N+](=O)[O-] | 3.3 | -13.3 | -23.5 | -62.8 | -15.6 | 4.3 | -19.2 | -12.1 | 7.7 | -44.4 | -19.9
Cc1ccc(NC(=O)COC(=O)CN2C(=O)C3CCCCC3C2=O)cc1S(=O)(=O)N1CCOCC1 (configuration not stated) | -0.7 | 8.5 | 46.0 | -0.3 | -7.5 | -18.3 | 9.9 | 13.0 | 3.3 | 7.9 | -1.7
O=C1NC(Cc2c[nH]c3ccccc23)C(=O)N1Cc1cccc2ccccc12 (configuration not stated) | 4.5 | 9.8 | 7.6 | 2.3 | 1.9 | -8.5 | -2.9 | 2.1 | -1.9 | 4.2 | -2.7
CCC(=O)Nc1ccc(C(=O)Nc2cc(C)on2)cc1 | -11.1 | -23.1 | 1.7 | -38.2 | -40.5 | -23.3 | 6.8 | -1.4 | -3.3 | -31.7 | -66.1
c1ccc(-n2cnc3cc(NCc4cccs4)ccc32)cc1 | 14.1 | 22.7 | 92.8* | 82.7* | -21.1 | 12.4 | -1.7 | 5.1 | -5.7 | 25.2 | 5.4
CC(=O)N1N=C(c2ccc(C)cc2)OC1c1ccc(Br)cc1 (configuration not stated) | -70.9 | -44.5 | -19.8 | -62.4 | -96.4 | -60.0 | -1.9 | 10.6 | -6.5 | -154.0 | -53.1
O=C1OCCN1C(=O)[C@H]1[C@H](c2ccc(Cl)cc2)C(c2ccccc2)=NN1c1ccccc1 | -24.0 | -4.5 | 7.8 | 10.3 | -9.7 | -9.1 | -19.8 | -3.0 | 2.4 | 1.5 | -20.4
O=C1COc2cc(O)ccc21 | -8.8 | -4.9 | 11.2 | -13.2 | 10.9 | -1.0 | -5.3 | 0.7 | 4.3 | -0.5 | -0.5
Nc1nncn1C(=O)CCCOc1ccccc1 | 10.1 | -14.3 | 3.5 | -7.3 | -8.5 | 16.6 | -7.0 | 6.6 | -11.9 | -19.9 | -9.5
Cc1cc(C(=O)N/N=C/c2c(C)[nH]c3ccccc23)n[nH]1 | -1.5 | -3.3 | 0.9 | -48.1 | -8.4 | 1.7 | -5.3 | 2.5 | -9.6 | 4.4 | -23.6
O=P(COCCCCCOCP(=O)(c1ccccc1)c1ccccc1)(c1ccccc1)c1ccccc1 | 2.8 | 24.6 | 5.0 | 21.8 | 3.2 | -4.4 | -9.7 | -11.1 | 2.9 | 6.2 | -3.8
CCN(CC)CCCNC(=O)c1ccc2c(Cl)c3c(nc2c1)CCCC3 | 11.2 | -1.4 | -50.2 | -12.6 | -10.2 | 8.6 | -1.3 | 14.9 | 1.0 | 7.4 | 30.5
Cc1ccc(SC(C)C(=O)NCC(C)C)cc1 (configuration not stated) | -2.6 | -8.1 | -26.0 | -80.2 | -2.6 | -2.7 | 7.1 | -1.9 | 4.1 | -35.2 | 1.8
COc1cc(/C=C/C(=O)O)cc(S(=O)(=O)NCCO)c1OC | 3.4 | 1.0 | -0.8 | -10.9 | 0.7 | -9.2 | -7.7 | 0.9 | 0.6 | -6.3 | -13.5
O=C(c1ccc(S(=O)(=O)c2cccc(Cl)c2)c([N+](=O)[O-])c1)N1CCN(Cc2ccccc2)CC1 | 13.2 | 19.6 | 83.8* | 33.2 | 0.5 | 13.2 | 33.5 | -4.8 | 3.7 | -5.4 | 16.7
C/C=C/C(=O)OCC(=O)Nc1ccc(OC)c(OC)c1 | 10.8 | -6.0 | -18.2 | 2.5 | 0.2 | -28.4 | 1.0 | -14.2 | -13.9 | -28.6 | -3.5
COc1ccc(C(=O)OCCCc2cc3ccccc3c(=O)o2)cc1 | 8.8 | -3.0 | -19.4 | -20.6 | -13.0 | -1.4 | -10.0 | -4.8 | -10.0 | -4.1 | -14.4
COc1ccc2cc(Br)ccc2c1CC(=O)NCC1CCCO1 (configuration not stated) | 3.9 | -0.5 | 2.6 | 1.8 | 8.3 | -4.3 | -0.6 | -18.0 | 3.0 | -1.4 | 6.3
CC1(C)N=C(N)N=C(N)N1c1cccc(C#N)c1 | -12.0 | -1.2 | 6.2 | -11.7 | 2.5 | 6.8 | 81.5* | 6.2 | -3.2 | 3.8 | 12.2
COc1ccc(OC)c(C(=O)COC(=O)CN2C(=O)NC3(CCCCC3C)C2=O)c1 (configuration not stated) | 7.3 | -7.0 | -37.6 | -9.4 | 3.6 | -5.0 | -9.1 | 1.4 | -9.8 | -14.6 | 5.9
CCOc1ccc(-c2c(=O)n(O)c3ccccc3[n+]2[O-])cc1 | -76.3 | -8.7 | -22.9 | -43.0 | -110.8 | -0.9 | 11.7 | -7.5 | -4.3 | -65.5 | -72.3
CCOC(=O)c1ccc(NC(=O)c2c(Cl)cc(C)nc2C)cc1 | -26.5 | 4.7 | -7.3 | -10.3 | -5.0 | -7.7 | 21.2 | 11.9 | -4.4 | -1.6 | -24.4
CC1CCCC(C)N1CCCNC(=O)c1ccc2nc(N3CCOCC3)sc2c1 (configuration not stated) | -19.7 | -9.5 | -21.8 | 1.6 | -15.7 | -6.9 | -4.3 | 8.8 | -14.1 | -13.7 | -4.9

Limited to TROY signal inh, NOD2 RIPK2 PPI and C8 TRAIL sens (three entries from above):
Compound	TROY signal inh	NOD2 RIPK2 PPI	C8 TRAIL sens
COc1ccc(C(=O)OCCCc2cc3ccccc3c(=O)o2)cc1	-20.6	-10.0	-10.0
Cc1cc(C(=O)N/N=C/c2c(C)[nH]c3ccccc23)n[nH]1	-48.1	-9.6	-5.3
O=C1NC(Cc2c[nH]c3ccccc23)C(=O)N1Cc1cccc2ccccc12 (configuration not stated)	2.3	-1.9	-2.9

A portion of the library; the hit share may differ from the screen's.
